Assay outcomes deposited in PubChem BioAssay by The Scripps Research Institute Molecular Screening Center.
TAAR1 antagonist: human TAAR1 antagonism; CHO RD-HGA16 TAAR1, Fluo-8 calcium fluorescence, antagonist; inhibition, % at 3 µM; actives 1.5% (n = 360,000);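 active = inhibition above a per-plate cutoff, the mean inhibition of test compounds on that plate plus 3 SD, cut at about 49% in these data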;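 note: 0% = DMSO plus EC80 beta-PEA response and 100% = DMSO alone without agonist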
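Test system: RD-HGA16 CHO cells with stable hTAAR1 and Gα16 / Probe or stimulus: EC80 β-phenethylamine stimulus / Times: seeding 17-24 h prior, 75-min 37 °C, 30-min RT dye loading / Detection: Fluo-8 calcium-sensitive fluorescence / Read-out basis: % inhibition scaled between DMSO and EC80 PEA controls / Repeats: singlicate, one well per test compound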
CHO-K1 Ca PAM: nonselective activator or artifact in parental CHO-K1 calcium assay. activation, % at 3 µM. ATP EC20, Fluo-8 calcium fluorescence; 0% at ATP EC20, 100% at ATP max. AID 602247. actives 0.02% (n = 360,000);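 active = activation above the run cutoff, the mean activation of all test compounds plus 3 SD, cut at about 40% in these data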;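 note: peak over basal fluorescence ratio in a 140 s read after ATP addition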
GPR7 antag: antagonists of human GPR7 (neuropeptides B/W receptor 1); GPR7-expressing cells, fluorescence antagonist assay; inhibition, % at 4.4 µM; actives 1.1% (n = 290,000); in the data active = inhibition above about 16%, passing the limit was not always enough;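 note: cells stimulated with the agonist NPW; 0% = agonist with vehicle and 100% = vehicle without agonist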
CHO parental Ca: counter-screen: ATP calcium response change in parental CHO cells. parental CHO-K1, ATP-induced calcium, Fluo-8 fluorescence. inhibition, % at 5.6 µM. actives 0.63% (n = 330,000). AID 463079;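 active = inhibition above that plate's mean sample inhibition plus 3 SD, cut at about 26% in these data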;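 note: 0% = ATP-challenged DMSO wells and 100% = DMSO wells without ATP; some compounds past the cut are filed as inactive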
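Material: parental CHO cells / Compound: single nominal dose of 5.6 µM per compound / Signal: Fluo-8 fluorescence / Replicates: singlicate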
OXTR potentiate: potentiators of human oxytocin receptor. CHO-OTR cells, Fluo-8 calcium fluorescence, potentiator mode; 0% = oxytocin EC15, 100% = EC100. activation, % at 3 µM. actives 0.061% (n = 320,000). AID 2445;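 active = activation above that plate's cutoff, the mean activation of tested compounds plus 3 SD, cut at about 6.6% in these data, passing the limit was not always enough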;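 note: 100% uses oxytocin at 75 nM as the full agonist control; some results filed as inactive read as strong as hits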
Target sequence (P30559 whole entry, looked up): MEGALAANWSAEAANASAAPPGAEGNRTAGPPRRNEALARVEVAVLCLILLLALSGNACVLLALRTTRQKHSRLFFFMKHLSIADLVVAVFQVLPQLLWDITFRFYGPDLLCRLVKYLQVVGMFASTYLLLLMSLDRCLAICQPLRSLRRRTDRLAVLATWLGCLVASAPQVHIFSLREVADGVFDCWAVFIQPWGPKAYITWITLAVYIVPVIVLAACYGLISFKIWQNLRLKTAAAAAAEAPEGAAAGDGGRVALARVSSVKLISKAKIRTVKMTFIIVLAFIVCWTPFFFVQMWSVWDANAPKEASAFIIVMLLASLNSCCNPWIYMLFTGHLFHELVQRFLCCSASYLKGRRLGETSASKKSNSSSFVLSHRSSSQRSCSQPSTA
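assay system = CHO-OTR cells, human receptor | schedule = compound 6 min at room temperature before oxytocin, 100 s read | detection = Fluo-8 intracellular calcium fluorescence, ex 470-495, em 515-575 nm | evaluation = normalized max/min fluorescence ratio, % activation | control set = EC15 oxytocin alone as 0%, 75 nM oxytocin (EC100) as 100%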
M1 ag parental: counter-screen for M1 agonists: effect in parental CHO-K1 cells. Fluo-8 calcium fluorescence; scaled to maximal ATP response, vehicle zero. AID 602248. activation, % at 3 µM. actives 0.48% (n = 360,000); in the data active = activation above about 15%;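 note: untransfected CHO-K1 host cells lacking M1 receptor as counterscreen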
OXTR ag: activates the human oxytocin receptor. P30559. CHO-OTR cells, Fluo-8 calcium fluorescence; normalized: DMSO 0%, oxytocin 100%. activation, % at 3 µM. actives 0.32% (n = 320,000). AID 2435;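 active = activation above the mean of all tested compounds plus 3 SD, cutoff set per screening run, cut at about 20% in these data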;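 note: peak over basal fluorescence ratio from a 100 s FLIPR kinetic read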
CHO-K1 Ca antag: counter-screen for M1 antagonists: effect in parental CHO-K1 cells | ATP-induced calcium, Fluo-8 fluorescence | inhibition, % at 3 µM | actives 0.6% (n = 360,000);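 active = inhibition above a per-plate cutoff, the plate's mean sample inhibition plus 3 SD, cut at about 24% in these data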;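 note: 0% = DMSO plus EC80 ATP and 100% = DMSO alone without ATP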
V1aR counter: V1a receptor agonism, counter-screen for OXTR agonists; actives 0.25% (n = 320,000); CHO-V1R cells, Fluo-8 calcium fluorescence, agonist mode; 0% DMSO, 100% 3 nM vasopressin; AID 2797; activation, % at 3 µM; P37288;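 active = activation above the mean activation of all tested compounds plus 3 SD, per screening run, cut at about 20% in these data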;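 note: signal is peak over basal fluorescence ratio across a 100 second FLIPR read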
Target sequence (P37288 whole entry, looked up): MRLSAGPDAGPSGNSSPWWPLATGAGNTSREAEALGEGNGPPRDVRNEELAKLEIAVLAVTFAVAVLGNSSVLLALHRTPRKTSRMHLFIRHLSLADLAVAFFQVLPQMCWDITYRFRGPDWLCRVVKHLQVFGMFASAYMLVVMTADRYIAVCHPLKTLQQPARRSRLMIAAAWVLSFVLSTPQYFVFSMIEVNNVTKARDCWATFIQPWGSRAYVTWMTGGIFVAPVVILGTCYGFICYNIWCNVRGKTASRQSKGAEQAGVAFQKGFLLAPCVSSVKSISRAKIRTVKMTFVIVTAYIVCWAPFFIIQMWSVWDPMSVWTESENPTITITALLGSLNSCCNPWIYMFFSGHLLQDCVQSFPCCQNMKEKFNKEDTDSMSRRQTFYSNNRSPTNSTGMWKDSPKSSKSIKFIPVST
* hit, by the source's call; x = not tested or not shown.

(1) CCCC(C(=O)Nc1cccc(S(=O)(=O)N2CCCC2)c1)c1ccccc1 (stereo not drawn)
(2) CNC(=S)NCCc1cc2c(OC)ccc(OC)c2[nH]c1=O
(3) CCOc1ccc(S(=O)(=O)N2CCCC(C(=O)NCC3CCCO3)C2)cc1 (stereo not drawn)
(4) CC(NC(=O)COc1ccc(-c2ccccc2)cc1)C1CCCO1 (stereo not drawn)
(5) CCOC(=O)c1cc(NC(=O)COc2ccc([N+](=O)[O-])cc2)cc(C(=O)OCC)c1
(6) Cn1c(/C=N/n2cnnc2)nc2ccccc21
assay / compound	1	2	3	4	5	6
TAAR1 antagonist	35	5	-14	13	19	-1
CHO-K1 Ca PAM	-11	-14	7	-2	18	8
GPR7 antag	x	-9	0	-10	8	-3
CHO parental Ca	-12	-1	-7	-3	-15	-7
OXTR potentiate	-20	8	-2	-12	5	6
M1 ag parental	7.6	-0.2	2.3	3.2	0.5	0.1
OXTR ag	3.6	-0.1	-1.0	2.5	-1.3	0.2
CHO-K1 Ca antag	-8	11	-6	-9	-2	-14
V1aR counter	8.2	-0.3	0.3	7.7	0.0	-0.2

The last two entries of the section above open the next one.
(5) CCOC(=O)c1cc(NC(=O)COc2ccc([N+](=O)[O-])cc2)cc(C(=O)OCC)c1
(6) Cn1c(/C=N/n2cnnc2)nc2ccccc21
(7) O=C(COc1ccc(Br)cc1CO)Nc1ccccc1
(8) COc1ccc2cc(C(=O)C3CCCN(C(=O)c4cncs4)C3)ccc2c1 (stereo not drawn)
(9) Cc1occc1C(=O)NN=C1C2CC3CC(C2)CC1C3
(10) CCCCCC(C(=O)O)C(C)CC(=O)NC1CCCCC1 (stereo not drawn)
(11) CC1=NN(C(N)=S)C(=O)C1N=Nc1ccccc1C(=O)O (stereo not drawn)
(12) C/C(=N\NC(=O)c1ccc(F)cc1)c1ccc(NC(=O)Cc2ccccc2)cc1
assay / compound	5	6	7	8	9	10	11	12
TAAR1 antagonist	19	-1	6	-14	8	-8	-27	-22
CHO-K1 Ca PAM	18	8	24	-11	19	1	-12	-9
GPR7 antag	8	-3	0	-3	0	6	-21	-7
CHO parental Ca	-15	-7	-3	-14	11	-14	-10	-1
OXTR potentiate	5	6	-4	-11	-3	-4	-5	-3
M1 ag parental	0.5	0.1	2.1	4.4	-0.1	4.8	-0.2	0.3
OXTR ag	-1.3	0.2	0.7	0.2	-0.1	-0.6	-1.4	-0.7
CHO-K1 Ca antag	-2	-14	-5	-1	-11	10	4	-6
V1aR counter	0.0	-0.2	1.3	2.7	0.1	0.1	1.0	-0.5

Whole records, looked up by structure:
Profile of CCCCCC(C(=O)O)C(C)CC(=O)NC1CCCCC1 (stereo not drawn) : TAAR1 antagonist = -8; CHO-K1 Ca PAM = 1; GPR7 antag = 6; CHO parental Ca = -14; OXTR potentiate = -4; M1 ag parental = 4.8; OXTR ag = -0.6; CHO-K1 Ca antag = 10; V1aR counter = 0.1
Profile of CC(NC(=O)COc1ccc(-c2ccccc2)cc1)C1CCCO1 (stereo not drawn) : TAAR1 antagonist = 13; CHO-K1 Ca PAM = -2; GPR7 antag = -10; CHO parental Ca = -3; OXTR potentiate = -12; M1 ag parental = 3.2; OXTR ag = 2.5; CHO-K1 Ca antag = -9; V1aR counter = 7.7

Next section.
(13) Cc1occc1-c1nnc(SCC(=O)Nc2ccccn2)o1
(14) COc1ccc(C2=NN(S(C)(=O)=O)C(c3cccs3)C2)cc1 (stereo not drawn)
(15) CC1(C(=O)NCC2CCCCC2)CCN1CCc1ccccc1 (stereo not drawn)
(16) O=C(Oc1ccc(-c2nnco2)cc1)C1CCN(C(=O)c2ccc(F)cc2)CC1
(17) Cc1ccc(NC(=O)COC(=O)c2ccc(S(=O)(=O)NCc3ccco3)cc2)cc1
(18) O=C(CN1CCN(c2ccccn2)CC1)Nc1ccc(F)cc1F
assay / compound	13	14	15	16	17	18
TAAR1 antagonist	-11	-11	13	-5	3	-5
CHO-K1 Ca PAM	13	15	8	22	5	-17
GPR7 antag	3	17	x	3	x	1
CHO parental Ca	-5	-9	x	0	9	-16
OXTR potentiate	2	-9	x	-6	-5	4
M1 ag parental	1.0	0.5	0.3	2.3	0.7	2.0
OXTR ag	1.8	-0.4	x	-0.1	1.7	1.2
CHO-K1 Ca antag	-4	-11	1	-5	-9	-4
V1aR counter	1.3	-0.2	x	2.7	1.9	0.7

(19) COc1ccc(NS(=O)(=O)c2ccc(C)c(C(=O)NCC(c3ccco3)N(C)C)c2)cc1 (stereo not drawn)
(20) CC(=O)N(c1ccc(Cl)cc1)c1cn(C(C)=O)c2ccccc12
(21) CCOc1cccc(OCCOc2ccccc2[N+](=O)[O-])c1
(22) CS(=O)(=O)c1cc(C(=O)O)cc(NCc2ccccc2)c1Oc1ccccc1
(23) CC1=C(C(=O)Nc2ccc(C(=O)NCCCN3CCCCC3)cc2)SCCO1
(24) C[C@@H]1CN([C@@H](C)CO)C(=O)Cc2cc(NC(=O)Nc3ccc(C(F)(F)F)cc3)ccc2O[C@@H]1CN(C)S(=O)(=O)c1ccc(Cl)cc1
assay / compound	19	20	21	22	23	24
TAAR1 antagonist	5	-12	9	-10	-22	8
CHO-K1 Ca PAM	-24	-10	-5	8	3	-5
GPR7 antag	x	-17	-15	x	-4	x
CHO parental Ca	-28	-1	-1	x	-8	-11
OXTR potentiate	-11	-3	-2	x	4	-4
M1 ag parental	0.0	1.1	-0.2	0.3	0.3	0.2
OXTR ag	1.1	-0.2	0.5	x	-0.4	3.9
CHO-K1 Ca antag	9	1	3	-1	-9	2
V1aR counter	2.2	0.0	-0.2	x	0.3	1.7

(25) C=CCn1nnnc1SCC(=O)Nc1ccc(C(=O)OC)cc1
(26) Cc1ccc(C(=O)NNC(=O)C(C)Sc2nc(N)cc(N)n2)cc1 (stereo not drawn)
(27) O=C1/C(=C/c2ccc(O)c(O)c2)Oc2cc(O)ccc21
(28) CCCCN1CC(COCc2ccccc2)Oc2cccc(Oc3ccccc3)c2S1(=O)=O (stereo not drawn)
(29) COc1cccc(S(=O)(=O)NCc2ccc(C(=O)NCC3CCCO3)cc2)c1 (stereo not drawn)
(30) COc1ccc(CC(N)c2csc(NC(=O)Nc3cccc(C(F)(F)F)c3)n2)cc1 (stereo not drawn)
assay / compound	25	26	27	28	29	30
TAAR1 antagonist	-17	-1	-7	3	5	65*
CHO-K1 Ca PAM	17	13	-8	-3	-2	4
GPR7 antag	15	0	x	x	-14	x
CHO parental Ca	6	-1	15	x	0	x
OXTR potentiate	-8	-3	-5	x	-3	x
M1 ag parental	0.5	0.2	3.0	0.7	-0.1	3.8
OXTR ag	0.5	0.2	7.7	x	0.0	x
CHO-K1 Ca antag	-5	2	12	2	-8	7
V1aR counter	0.8	-0.4	4.6	x	1.1	x

(31) Cc1ccc(S(=O)(=O)NCCNC(=O)c2cc(OCC(F)(F)F)ccc2OCC(F)(F)F)cc1
(32) C=CC(C)(C)c1c(O)c(CC=C(C)C)c(O)c2c(=O)c3ccc(O)c(O)c3oc12
(33) CC(C)C(=O)OCC(=O)NCc1ccccc1Cl
(34) CC(=O)c1cccc(NC(=O)c2cccc3c(-c4cnn(C)c4)coc23)c1
(35) Cc1ccc(S(=O)(=O)N2CCCC2C(=O)N(C)Cc2cccs2)cc1 (stereo not drawn)
(36) Cc1cc(C)cc(NC(=O)COc2coc(CN3CCc4ccccc4C3)cc2=O)c1
assay / compound	31	32	33	34	35	36
TAAR1 antagonist	-5	x	2	55*	-5	-21
CHO-K1 Ca PAM	8	7	5	18	10	11
GPR7 antag	1	x	-8	x	-1	x
CHO parental Ca	-20	16	9	x	-10	-3
OXTR potentiate	-15	-5	-8	x	-1	-8
M1 ag parental	1.2	1.1	0.2	4.8	0.2	1.5
OXTR ag	-1.6	4.2	-0.4	x	-0.2	0.6
CHO-K1 Ca antag	-10	-2	-11	-9	-6	0
V1aR counter	0.1	2.1	-0.2	x	-0.2	3.8

(37) O=C(O)Cn1c2c(c3ccccc31)CCCC2
(38) Cc1ccc(S(=O)OCC(=O)Nc2cc(Cl)ccc2N2CCOCC2)cc1 (stereo not drawn)
(39) O=C(c1ccc(OC(F)(F)F)cc1)c1ncc[nH]1
(40) CC(C)c1c(C#N)c(N)nc(SCC(=O)c2cc3ccccc3oc2=O)c1C#N
(41) CCC(C)(C(=O)NC1CCCCC1)N(Cc1ccco1)C(=O)c1ccccn1 (stereo not drawn)
(42) NC(N)=NCCCC(NC(=O)c1ccccc1)C(=O)Nc1ccc([N+](=O)[O-])cc1 (stereo not drawn)
assay / compound	37	38	39	40	41	42
TAAR1 antagonist	-15	-8	x	-2	-10	-24
CHO-K1 Ca PAM	17	19	5	4	9	8
GPR7 antag	0	-15	-4	0	3	x
CHO parental Ca	-27	-35	-3	-9	-13	-13
OXTR potentiate	-21	-7	-1	-5	-3	-3
M1 ag parental	-0.2	0.9	-0.7	0.5	0.1	0.2
OXTR ag	-0.4	-2.9	1.0	1.1	0.4	0.0
CHO-K1 Ca antag	-6	-10	-5	6	-5	-2
V1aR counter	-0.5	-1.1	-0.5	1.9	-0.6	0.9

(43) Cc1ccc(-n2c(C)nn(CC#N)c2=O)cc1
(44) CCN1C(=O)/C(=C\N2CCOCC2)SC1=S
(45) Clc1ccccc1-c1nn2c(-c3ccncc3)nnc2s1
(46) CC(OC(=O)c1ccc(S(=O)(=O)N2CCCCC2)cc1)C(=O)NC1CCCCC1C (stereo not drawn)
(47) CNC(=O)C1(C)C=CCN1C(=O)c1ccccc1 (stereo not drawn)
(48) CN(C)C(CNC(=O)c1cc(S(=O)(=O)N(C)c2ccc(F)cc2)ccc1Cl)c1ccco1 (stereo not drawn)
(49) Cc1nn2c(N)c(-c3ccccc3)cnc2c1-c1ccccc1
(50) Cc1cc(NC(=O)Cn2nnc(-c3ccccc3NC(=O)c3ccccc3F)n2)no1
assay / compound	43	44	45	46	47	48	49	50
TAAR1 antagonist	-17	-12	x	-3	2	2	10	-10
CHO-K1 Ca PAM	24	5	1	-5	10	9	-8	2
GPR7 antag	2	-10	-6	-10	-5	x	-18	-4
CHO parental Ca	0	6	-15	-9	2	-25	-11	-15
OXTR potentiate	1	-14	-4	-4	3	-7	-19	-11
M1 ag parental	-0.3	4.8	1.8	0.4	0.5	4.5	0.0	3.0
OXTR ag	0.0	-0.2	-0.7	-1.1	0.0	0.4	1.5	0.8
CHO-K1 Ca antag	-8	-3	-11	-4	-8	-14	-5	-20
V1aR counter	0.2	-0.1	-0.1	-0.4	0.6	4.5	0.6	0.2
